From PubChem BioAssay
D3 ag = qHTS of D3 Dopamine Receptor Agonist: qHTS; D(3) dopamine receptor (Homo sapiens), P35462; max activation, %; D3R DiscoveRx beta-arrestin cells, luminescence, 90 min; actives 0.58% (n = 410,000); in the data active = max activation above about 30%; also: 0% is about no effect; mostly tested at two doses, the higher about 12 µM
Target sequence (P35462 whole entry, looked up): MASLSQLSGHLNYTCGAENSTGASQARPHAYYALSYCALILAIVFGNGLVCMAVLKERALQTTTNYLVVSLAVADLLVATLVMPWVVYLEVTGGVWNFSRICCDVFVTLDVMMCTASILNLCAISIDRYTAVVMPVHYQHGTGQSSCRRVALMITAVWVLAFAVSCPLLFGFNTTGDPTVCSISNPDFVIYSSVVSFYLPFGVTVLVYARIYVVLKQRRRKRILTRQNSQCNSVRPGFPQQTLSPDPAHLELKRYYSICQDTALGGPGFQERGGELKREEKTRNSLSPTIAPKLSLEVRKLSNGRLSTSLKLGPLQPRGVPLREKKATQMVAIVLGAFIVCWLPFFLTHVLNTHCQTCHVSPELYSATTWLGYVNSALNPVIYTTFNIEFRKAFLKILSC
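Cells at 1500/well, incubated overnight, then treated with pinned compounds (dopamine as control) for 90 min at 37 degrees C. DiscoveRx reagent added for 30 - 60 minutes at room temperature; luminescence read.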
EPAC2 agonist = qHTS for Agonist of cAMP-regulated guanine nucleotide exchange factor 4 (EPAC2): primary screen; actives 0.079% (n = 360,000); Potency, µM (doses to about 154 µM), inactives show at the highest dose activation, hits mostly activators; EPAC2 activation, biochemical qHTS; response scale: 100% = 6.5 mM cAMP response; Rap guanine nucleotide exchange factor 4 (Homo sapiens), Q8WZA2; also: potency is read from the fitted curve at half-maximal effect; nearly all actives have a fitted effect of over 50% in size
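Guanine nucleotide exchange by EPAC2 is measured as reduced fluorescence of BODIPY-GDP once it is released from 250 nM Rap1B. Plates are read kinetically for 30 min at room temperature; results are scaled to 6.5 mM cAMP.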
DRD3 antagonist = qHTS of D3 Dopamine Receptor Antagonist: qHTS. actives 2.5% (n = 360,000). D3R cells, DiscoveRx beta-arrestin luminescence, antagonist mode; hits give low values. D(3) dopamine receptor (Homo sapiens), P35462. max response, negative = inhibition, %; in the data active = max response below about -50%; inconclusive = no clear call, values can overlap the other calls; also: % is scaled to controls: 0 for no effect and ±100 for the full control effect; mostly tested at two doses, the higher about 12 µM
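Cells expressing the human receptor were seeded at 1500 cells/well, incubated overnight at 37 degrees C in 5% CO2, then exposed to library compounds with dopamine controls for 90 minutes at 37 degrees C before luminescent detection.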
Abeta yeast res = qHTS for compounds that reverse cellular toxicity of Amyloid beta (A-beta) peptide in yeast: Primary Screen. yeast expressing A-beta42, growth rescue, OD600, 48 h; response scale: 0% DMSO, 100% iron-clioquinol control. Potency, µM (titrated, usually from 46.1 µM), without a hit: at the highest dose growth rescue, actives largely listed as activators. actives 0.063% (n = 410,000); also: potency is read from the fitted curve at half-maximal effect; nearly all actives have a fitted effect of over 55% in size
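Growth rescue measured by 600 nm absorbance after 48 h yeast culture at 30 C with compound. Values normalized between DMSO and an equimolar ferric chloride plus clioquinol control.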
EPAC2 antag = qHTS for Antagonist of cAMP-regulated guanine nucleotide exchange factor 2 (EPAC2): primary screen | Rap guanine nucleotide exchange factor 4 (Homo sapiens), Q8WZA2 | EPAC2 GEF exchange of Rap1B-BODIPY-GDP, fluorescence | Potency, µM (doses to about 114 µM), without a hit: at the top dose activity, negative = inhibition, most hits filed as inhibitors | actives 0.18% (n = 360,000); also: potency is read from the fitted curve at half-maximal effect; % is scaled to controls: 0 for no effect and ±100 for the full control effect; nearly all actives have a fitted effect of over 45% in size; many of its hits are not listed in these tables
aSyn yeast inh = qHTS of alpha-syn Inhibitors; Potency, µM (series often up to 46.1 µM), for inactives: at the top dose growth rescue (activation), actives largely listed as activators; Yeast expressing alpha-synuclein, growth rescue, BacTiter-Glo, 24 h; actives 0.14% (n = 370,000); also: potency is read from the fitted curve at half-maximal effect; % of control where 0% means no effect; nearly all actives have a fitted effect of over 65% in size
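Screening used galactose-induced yeast with toxic alpha-synuclein levels, exposed to compound for 24 hr at 30 deg C. Cell growth, read with BacTiter-Glo luminescence, gave the measured signal.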
FUS yeast rescue = qHTS for Suppressors of FUS Proteinopathy: Primary screen using FUS-linked yeast assay; S. cerevisiae FUS-expressing, growth rescue, OD600, 24 h; Potency, µM (titrated, usually from 76.6 µM), for inactives: at the top dose growth rescue (activation), hits mostly activators; actives 0.24% (n = 390,000);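 also: potency is read from the fitted curve at half-maximal effect; plate controls were DMSO vehicle for no effect and reference control for full effect; nearly all actives have a fitted effect of over 55% in size; some results filed as inactive show a strong effect at the top dose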
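Steps: raffinose overnight preculture; dilution to OD 0.005 in 2% galactose minimal medium; compound addition (concentration series); 24hr at 30C, 99% humidity; absorbance read at 600 nm.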
TDP43 rescue = qHTS of TDP-43 Inhibitors; actives 1.8% (n = 410,000); AID 652104, 2013; TDP-43 expressing yeast growth rescue, BacTiter-Glo, 24 h; Potency, µM (top dose mostly 46.1 µM), for inactives: top-dose growth rescue (activation), actives largely listed as activators; also: potency is read from the fitted curve at half-maximal effect; % of control where 0% means no effect; nearly all actives have a fitted effect of over 50% in size
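Growth rescue of TDP-43-toxic yeast measured as ATP luminescence (BacTiter-Glo). Cells grown to mid-log in raffinose, induced in galactose at OD600=0.02, exposed to compound 24 hr at 30 deg C.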
The depositor's hits bear a star; ? = inconclusive; . = not tested or not shown; & = joins results of further samples; [ ] = remark or other dose. Unless noted, calls follow the shape of the dose curve; as a rule, active = well fitted curve in the direction sought with a large enough effect; inconclusive = small, poorly fitted or top-dose-only effect, or another doubt; inactive = no such curve, though single readings can be large; an effect the other way counts as inactive or inconclusive.

smiles,FUS yeast rescue,aSyn yeast inh,EPAC2 antag,DRD3 antagonist,EPAC2 agonist,D3 ag,TDP43 rescue,Abeta yeast res
Cc1cc(=O)oc2cc(OCC(=O)N3CCc4ccccc4C3)ccc12,11%,4%,-1%,0,-10%,4,11%,1%
O=C(CSc1nnc(-c2cccs2)n1-c1ccccc1)Nc1ccccc1,-12%,-9%,1%,-5,1%,-3,-13%,-8%
Cc1nc2c(OCc3ccc(F)c(F)c3)cccn2c1N(C)C(=O)CCC1CCCC1,18%,10%,?,9,11%,-7,0%,7%
CCC(=O)Nc1ccc2nc(C)n(CC(=O)Nc3ccccc3)c(=O)c2c1,?,0%,6%,?,-5%,-2,-14%,-13%
COc1ccc(N(CC(=O)Nc2cc(OC)ccc2OC)S(=O)(=O)c2c(C)nn(C)c2C)cc1,8%,6%,-24%,34,10%,7,?,10%
CC(=O)Nc1ccc(OCc2cn(CC(=O)c3ccc(O)cc3)nn2)cc1,-10%,-3%,19%,-114*,12%,-21,9%,-8%
CCCN1CCN(CCCNC(=O)c2cc3c(s2)-c2c(C)cccc2OC3)CC1,16%&0%,-3%,-2%,?,-4%,-10&-20,-60%&-35%[inhibitor],-8%&-18%
O=C(COC(=O)COc1cccc(F)c1)NCC1CCCCC1,-19%,10%,-9%,-22,-6%,-1,-6%,-12%
CC(C)C(NC(=O)c1cccnc1)C(=O)O (stereo unspecified),19%,0%,21%,1,4%,-1,-7%,-19%
Cc1nc2ccccc2n1CC(O)COc1ccc(Br)cc1 (stereo unspecified),19%,10%,-5%,-3,13%,2,-7%,-3%
CCN(CC)C(=S)SCC(=O)c1c(C)[nH]c2ccccc12,?,0%,8%,13,26%,2,10%,27%
CCOc1ccc(-n2c(=O)c3c(C)c(C)sc3n(CC(=O)NCc3ccco3)c2=O)cc1,16%,0%,4%,17,6%,0,-11%,2%
CCC(C)NC(=O)C1CCC(CNS(=O)(=O)c2ccc3c(c2)N(C(C)=O)CCO3)CC1 (stereo unspecified),-9%,0%,6%,3,2%,5,28%,5%
CCn1cc(C(=O)NCCc2ccc(Cl)cc2)c(=O)c2ccc(C)nc21,-18%,4%,-2%,-4,-5%,9,?,15%
COc1ccc(/C=C/c2cc(C(=O)O)c3ccccc3n2)cc1,6%,-29%,-10%,-25,-3%,-12,-54%[inhibitor],-51%[inhibitor]
O=C(Cn1cnc2c(oc3ccccc32)c1=O)c1ccccc1,-2%,6%,10%,-17,-14%,3,-5%,-3%
COc1ccc(Nc2ncc(C(=O)Nc3cc(Cl)c(OC)cc3OC)c3ccccc23)cc1,?,.,.,.,.,-4,?,-38%[inhibitor]
O=C(Cc1cccc(NC(=O)C2CCCN(C(=O)c3ccccc3)C2)c1)Nc1cccc(C(=O)N2CCCCC2)c1 (stereo unspecified),23%,2%,4%,2,8%,12,?,5%
CCOC(=O)c1cc(-c2ccco2)nc2c1c(C)nn2CCC#N,?,7%,-1%,-2,8%,2,11%,-1%
COc1ccc(C2C(C(=O)N3CCN(c4ccccn4)CC3)CCC(=O)N2c2cc(OC)c(OC)c(OC)c2)cc1 (stereo unspecified),11%,4%,6%,-1,4%,9,2%,1%
ClCCCc1cn(C[C@H]2CC[C@@H]([C@@H]3CC[C@H](Cn4cc(CCCCl)nn4)O3)O2)nn1,-14%,0%,6%,14,0%,1,19%,5%
O=C(NCCc1ccccc1)c1ccc(CSc2nc3cccnc3n2Cc2ccccc2F)cc1,25%,.,.,.,.,-10,2%,-19%
COc1ccccc1Cc1nc(-c2ccc(C)cc2)no1,4%,-11%,2%,7,16%,-17,?,-19%
CC(C)(C)c1cc(=O)[nH]c(SCc2ccccc2)n1,13%,-1%,-21%,18,11%,8,-4%,3%
COc1cccc(CNC(=O)C2CSC3(C)CCC(=O)N23)c1 (stereo unspecified),6%,0%,18%,14,-5%,3,15%,-2%
COc1ccc(-c2noc(-c3ccc(N4CCCC4)c([N+](=O)[O-])c3)n2)cc1,9%,.,.,.,.,-6,-5%,-25%
CCCn1c(SCC(=O)c2[nH]c(C)c(C(C)=O)c2C)n[nH]c1=O,0%,6%,-3%,2,0%,14,13%,-19%
O=C(c1ccc(Cl)cc1)N1CCN(CCOc2ccccc2)CC1,9%,6%,1%,-5,3%,84*,-5%,2%
C[C@H](CO)N1C[C@H](C)[C@H](CN(C)C(=O)c2ccccc2)OCc2ccccc2-c2c(n(C)c3ccccc23)C1=O,?,7%,-14%,-23,18%,-6,15%,5%
CCOC(=O)Cc1csc(NS(=O)(=O)c2ccc(OC)cc2)n1,-1%,-5%,7%,5,5%,15,-15%,-1%
COc1cccc(/C=N/NC(=O)c2ccoc2C)c1,27%,1%,8%,-1,-1%,-9,-13%[1.82 µM],12%
O=C(O)CC/C(=N\Nc1ccc(S(=O)(=O)N2CCOCC2)cc1[N+](=O)[O-])c1cccs1,?,-2%,-23%,-62*,5%,-10,-10%,-11%
NC(=O)/C=C\c1cn(-c2ccccc2)nc1-c1ccc2c(c1)OCCO2,24%,7%,-10%,19,3%,4,13%,17%
O=C(O)Cn1c(=O)c(F)cn(C2CCCO2)c1=O (stereo unspecified),-9%,-1%,1%,13,-2%,12,10%,-3%
O=C(OCC(=O)N1CCOCC1)c1ccc(F)cc1Cl,-3%,1%,1%,19,7%,12,-6%,3%
O=[N+]([O-])c1ccc(N2CCN(c3ccccc3F)CC2)c(S(=O)(=O)N2CCOCC2)c1,.,8%,10%,-10,-2%,-7,?,-3%
COc1ccc(C(C(=O)NC2CCCC2)N(CCO)C(=O)Cn2nnc(-c3ccc(C)o3)n2)cc1 (stereo unspecified),8%,0%,-7%,-11,4%,-14,-5%,12%
COC(=O)C1=C(C)NC(C)=C(C(=O)OC)C1c1ccc(C)o1,2%,0%,-1%,10,-1%,7,-5%[1.82 µM],1%
Cc1c(Cl)cccc1-c1ccc(CNCc2ccccn2)o1,-21%,1%,1%,-23,10%,-28,2%,-6%
CC(C)COc1ccc(C(=O)N2CCCCC2CCN2CCOCC2)cc1 (stereo unspecified),3%,.,.,.,.,6,6%,-11%

Full records from above. Order of values: FUS yeast rescue	aSyn yeast inh	EPAC2 antag	DRD3 antagonist	EPAC2 agonist	D3 ag	TDP43 rescue	Abeta yeast res
Listed for O=C(O)CC/C(=N\Nc1ccc(S(=O)(=O)N2CCOCC2)cc1[N+](=O)[O-])c1cccs1 = ?	-2%	-23%	-62*	5%	-10	-10%	-11%
Listed for COc1ccc(C(C(=O)NC2CCCC2)N(CCO)C(=O)Cn2nnc(-c3ccc(C)o3)n2)cc1 (stereo unspecified) = 8%	0%	-7%	-11	4%	-14	-5%	12%

The results go on:
smiles,FUS yeast rescue,aSyn yeast inh,EPAC2 antag,DRD3 antagonist,EPAC2 agonist,D3 ag,TDP43 rescue,Abeta yeast res
COc1ccc2c(c1)CCC1(C)CC(=O)C=C21 (stereo unspecified),14%,11%,0%,21,-1%,5,?,2%
CCn1ncc(CN2CCC(Oc3ccc(C(=O)N4CCCC4)cc3)CC2)c1C,-4%,0%,9%,0,2%,-3,7%,6%
CCOC(=O)c1c(NC(=O)C2C3C=CC(C3)C2C(=O)O)sc2c1CCC(C)C2 (stereo unspecified),10%,0%,0%,?,4%,-11,-20%,-16%
CCN1CCc2c(sc(NC(=O)c3ccc(S(=O)(=O)N(C)C4CCCCC4)cc3)c2C(N)=O)C1,11%,-3%,.,.,.,-6,13%,-14%
COc1ccccc1CNC(=O)c1ccc(S(=O)(=O)N(C)c2ccccc2)cc1,8%,1%,-6%,-7,6%,3,2%,6%
COc1ccc(-c2nc3ccc(Cl)cn3c2Cc2cccc(Cl)c2)cc1OC,29%,3%,-21%,10,9%,1,35µM*,12%
COc1ccccc1C(CNc1ncccc1[N+](=O)[O-])N(C)C (stereo unspecified),0%,0%,1%,-19,5%,-30,-1%,-7%
O=C(NC1CCCC1)C(c1ccsc1)N(Cc1ccccc1)C(=O)Cc1cccs1 (stereo unspecified),.,4%,-5%,-19,-1%,3,-7%,0%
O=C(Nc1ccccc1)N1CCc2c([nH]c3ccccc23)C1C(F)(F)F (stereo unspecified),3%,4%,?,-23,0%,-9,-13%[1.82 µM],25%
Cc1ccc(S(=O)(=O)Nc2ccc(C(OC(=O)c3ccccc3[N+](=O)[O-])(C(F)(F)F)C(F)(F)F)cc2)cc1,.,-1%,-27%,-13,-1%,-35,9%,2%
COc1ccc(-c2nc3ccccc3n2OCC(=O)O)cc1,-1%,-10%,0%,7,6%,17,-29%,-17%
Cc1cccc(-c2nc(CS(=O)CC(=O)NC(C)CCc3ccccc3)c(C)o2)c1 (stereo unspecified),24%,9%,-13%,-8,-4%,1,-3%,3%
COc1ccc(C(N)c2csc(Nc3ncccn3)n2)cc1 (stereo unspecified),-21%,3%,-2%,17,2%,-1,2%,-5%
O=C(COc1cccc2cccnc12)Nc1ccccc1N1CCOCC1,4%,2%,-6%,41,0%,2,?,-4%
Cc1ccc2nc(N(Cc3cccnc3)C(=O)c3cccs3)sc2c1,-10%,.,.,.,.,7,1%,-4%
Cc1nc2ccc(S(=O)(=O)NC(C(=O)N3CCCCCC3)C(C)C)cc2s1 (stereo unspecified),0%,10%,5%,-10,5%,6,16%,6%
CCCCN(C(=O)C1=NN(c2ccccc2)C(=O)CC1)c1c(N)n(CC(C)C)c(=O)[nH]c1=O,11%,-3%[1.84 µM],2%,-13,8%,3,-6%,3%
CC(C)CCNC(=O)CN(C(=O)Cn1nnc(-c2ccccc2F)n1)c1cccc2c1CCCC2,-36%,.,-1%,9,3%,-4,-13%,-5%

Molecules shown so far that contain a CF3 group:
smiles,FUS yeast rescue,aSyn yeast inh,EPAC2 antag,DRD3 antagonist,EPAC2 agonist,D3 ag,TDP43 rescue,Abeta yeast res
O=C(Nc1ccccc1)N1CCc2c([nH]c3ccccc23)C1C(F)(F)F (stereo unspecified),3%,4%,?,-23,0%,-9,-13%[1.82 µM],25%
Cc1ccc(S(=O)(=O)Nc2ccc(C(OC(=O)c3ccccc3[N+](=O)[O-])(C(F)(F)F)C(F)(F)F)cc2)cc1,.,-1%,-27%,-13,-1%,-35,9%,2%

These rows are one share of the data; rates above refer to the full screens.
